# High-throughput results: PubChem, National Center for Advancing Translational Sciences (NCATS)
# L3MBTL1 inh = qHTS Assay for the Inhibitors of L3MBTL1; AlphaScreen L3MBTL1–H3K9me1 peptide binding; Potency, µM (highest dose often 57.1 µM), without a hit: at the top dose activity, negative = inhibition, most hits filed as inhibitors; 230,000 tested, 0.66% active; AID 485360, 2010; active = well fitted inhibition curve with a large enough effect; inconclusive = small, poorly fitted or top-dose-only effect; inactive = no such curve, though single readings can be large or run the other way; note: nearly all actives have a fitted effect of over 60% in size
# Target sequence (Q9Y468 whole entry, looked up): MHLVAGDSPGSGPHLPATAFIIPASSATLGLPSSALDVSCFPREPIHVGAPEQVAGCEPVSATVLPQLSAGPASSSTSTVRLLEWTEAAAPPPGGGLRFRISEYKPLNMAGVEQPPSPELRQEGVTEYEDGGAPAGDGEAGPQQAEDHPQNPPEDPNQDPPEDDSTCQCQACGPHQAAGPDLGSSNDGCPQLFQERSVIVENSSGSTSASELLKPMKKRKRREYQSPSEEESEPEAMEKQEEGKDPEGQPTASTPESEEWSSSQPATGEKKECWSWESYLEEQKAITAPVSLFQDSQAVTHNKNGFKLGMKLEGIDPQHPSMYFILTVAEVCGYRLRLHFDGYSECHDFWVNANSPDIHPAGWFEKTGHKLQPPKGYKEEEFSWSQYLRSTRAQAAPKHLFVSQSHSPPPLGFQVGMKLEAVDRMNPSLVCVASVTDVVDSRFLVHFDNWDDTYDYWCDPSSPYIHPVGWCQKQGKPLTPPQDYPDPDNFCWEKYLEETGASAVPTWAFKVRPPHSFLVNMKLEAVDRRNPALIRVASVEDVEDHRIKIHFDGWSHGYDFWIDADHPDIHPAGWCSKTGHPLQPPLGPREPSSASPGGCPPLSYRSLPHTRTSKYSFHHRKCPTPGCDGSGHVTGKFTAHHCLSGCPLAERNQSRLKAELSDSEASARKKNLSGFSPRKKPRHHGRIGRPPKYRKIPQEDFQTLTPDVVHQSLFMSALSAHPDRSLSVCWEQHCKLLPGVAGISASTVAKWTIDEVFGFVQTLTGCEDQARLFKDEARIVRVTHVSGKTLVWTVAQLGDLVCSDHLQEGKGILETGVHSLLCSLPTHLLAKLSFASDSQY
#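 AlphaScreen proximity signal between nickel-chelate acceptor and streptavidin donor beads (final 10 ug/mL) reports binding of 50 nM L3MBTL1 to 75 nM biotin-H3 K9me1 peptide; complex incubated with compounds 30 min at room temperature; cefsulodin titration as control.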
# * hit, by the source's call; ? = inconclusive; [ ] = another dose, or the depositor's remark. % is set by controls: 0 for no effect and ±100 for the full control effect; potency is the fitted concentration of half-maximal effect. The list is partial; rates above refer to the full screens.
molecule	L3MBTL1 inh
O=C(Nc1cccc(-c2ccc(N3CCOCC3)nn2)c1)c1ccc(Cl)cc1	-2%
CCc1cc2c(-c3ccccc3)cc(=O)oc2cc1OC(C)C(=O)NCC1CCC(C(=O)O)CC1 (configuration not stated)	7%
O=C(CN1C(=O)c2ccccc2C1=O)NC1CCC(O)CC1 (configuration not stated)	4%
CC(=O)Nc1ccc(NC(=O)C(C)OC(=O)CNC(=O)c2cccs2)cc1 (configuration not stated)	5%
Cc1ccc(C2(C)NC(=O)N(CC(=O)Nc3cc(S(=O)(=O)N4CCCCC4)ccc3OC(C)C)C2=O)cc1 (configuration not stated)	-3%
COC(=O)C1CCN(CC(=O)NC(=O)Nc2ccccc2F)CC1	-3%
C[C@@H]1CN([C@@H](C)CO)C(=O)Cc2cc(NC(=O)Nc3cccc4ccccc34)ccc2O[C@@H]1CN(C)Cc1ccc(C(F)(F)F)cc1	-7%
COC(=O)c1ccc(C(=O)NC2CCCN(Cc3ccc(Cl)cc3)C2)nc1 (configuration not stated)	-4%
COc1cc(C(=O)NNC(=O)c2cccn2C)cc(OC)c1OC	-9%
CCN(c1ccccc1)S(=O)(=O)c1ccc(OC)c(NC(=O)c2cc(Cl)ccn2)c1	-7%
CCC(C)[C@H]1CNCCN1CCc1cccc(F)c1 (some centres not stated)	2%
O=C(COC(=O)CCC(=O)c1ccc(F)cc1)Nc1ccc2[nH]c(=O)[nH]c2c1	4%
O=C1C=C(c2ccc(-c3ccccc3)cc2)C[C@@H](c2ccc(Cl)cc2)C1	-11%
Cc1c(S(=O)(=O)NC2CCCCCC2)c(=O)n(C)c(=O)n1C	-8%
Cc1cccc(OCC(=O)NCC(c2cccs2)N2CCOCC2)c1 (configuration not stated)	-12%
CCOC(=O)[C@@H]1[C@H]2COc3ccccc3[C@@H]2N2C(=O)N(c3cccc(C)c3)C(=O)[C@]12C	-2%
COc1cccc(C(CNC(=O)c2ccc(Cl)c(S(=O)(=O)N3CCCC3)c2)N(C)C)c1 (configuration not stated)	-1%
CC(=O)Nc1ccc(S(=O)(=O)NNC(=O)CCC(=O)NCc2ccccc2)cc1	4%
CCN(CC)S(=O)(=O)c1ccc(N2CCCC2)c(NC(=O)C2=NN(c3ccccc3)C(=O)CC2)c1	-4%
Cc1csc(=O)n1CCC(=O)OCC(=O)NCc1ccc(F)cc1	-1%
O=S(=O)(NC1CCCCCC1)c1cccc(Cl)c1	6%
COc1cccc(C2NC(=O)NC(C)=C2C(=O)OCC2CCCCC2)c1 (configuration not stated)	-1%
Oc1ccc(-n2nnnc2SCc2ccccc2Br)cc1	-1%
Cc1ccc(CN2C(=O)C(CC(C)C)Nc3ncnc(N4CCN(c5ccccn5)CC4)c32)cc1 (configuration not stated)	-5%
Cc1ccccc1CN1CCN(CC(=O)NC(C)c2ccccc2)CC1 (configuration not stated)	-2%
CC1CC(C)CN(C(=O)COC(=O)/C=C/c2ccco2)C1 (configuration not stated)	-28%
CCOC(=O)c1ccc(N2C(=O)c3cccc4c(C(=O)O)ccc(c34)C2=O)cc1	0%
CS(=O)(=O)c1ccc(NC(=O)c2cccc(-n3cnnn3)c2)cc1	1%
Cc1nn(CCCC(=O)NCc2ccccc2)c(=O)c2nccn12	0%
COc1ccc(S(=O)(=O)Nc2ccccc2C(=O)NC2CC2)cc1NC(C)=O	10%
C=CCn1c2ccccc2c2nnc(SCC(=O)O)nc21	11%
Cc1onc(-c2ccccc2Cl)c1C(=O)NCc1ccc(F)cc1	-1%
COc1ccc(C)cc1NC(=O)CO/N=C(\N)CC(=O)Nc1ccccc1OC	-10%
O=C(NC(=S)Nc1ccc(Br)cc1F)C1CCCCC1	0%
S=C(NCCc1ccccc1)Nc1nccs1	-13%
COc1ccc(S(=O)(=O)N(C)C[C@H]2Oc3c(cccc3N(C)C)C(=O)N([C@H](C)CO)C[C@@H]2C)cc1	-2%
Cc1nc2ccccc2n1Cc1ccccc1	1%
NC1=NC(=O)/C(=C/c2ccc(Br)cc2)S1	5%[2.29 µM]
COC(=O)CCCNC(=O)c1ccc2oc(CCCc3ccccc3)nc2c1	6%
CC(=O)Nc1ccc(C2(c3ccc(NC(C)=O)cc3)NC(=O)c3ccccc32)cc1	5%
COc1ccccc1NC(=O)COC(=O)CCc1ccc(S(=O)(=O)N2CCOCC2)cc1	5%
Cc1noc(C)c1C(=O)OCC(=O)N1CCc2ccccc21	8%
COc1ccc(Nc2cc(C)nc3ccc(OC)cc23)cc1	-6%
COc1ccc(NC(=O)CSc2nnc(C3CC3)n2C)cc1S(=O)(=O)N1CCOCC1	-8%
COc1cc(-c2nc3sc(C)c(C)c3c(=O)o2)cc(OC)c1OC	7%
Cc1ccc(S(=O)(=O)N2CCN(C(=O)c3cc(-c4cccs4)nn3-c3ccccc3)CC2)cc1	6%
O=C1c2ccc(Cl)cc2S(=O)(=O)c2cccc(C(=O)N3CCN(c4ccc(Cl)cn4)CC3)c21	-9%
Cc1ccc(Cl)c(OCC(=O)OCC(=O)c2ccc[nH]2)c1	0%
CCOC(=O)C1=C(C)N(C[C@@H]2CC[C@@H](Cc3ccc(-c4ccccc4)cc3)O2)C(=O)NC1c1ccc(SCc2ccco2)c([N+](=O)[O-])c1 (some centres not stated)	32µM*
COc1ccc(-c2c(C#Cc3ccsc3)c3ccccc3n2C)cc1	-7%
CCCCc1ccc(NS(=O)(=O)c2cccc(C(=O)N3CCNC(=O)C3)c2)cc1	-5%
COc1ccc(C(=O)OC(C)C(=O)NCC2CCCCC2)cc1S(=O)(=O)N1CCOCC1 (configuration not stated)	-2%
COc1ccc([C@@H]2CC=C(C(=O)O)[C@H](c3ccccc3)N2S(=O)(=O)c2ccc(C)cc2)cc1OC	1%
CCN(CC)S(=O)(=O)c1ccc(N2CCOCC2)c(NC(=O)CC2OC(=O)c3ccccc32)c1 (configuration not stated)	-12%
O=C(C[C@H]1C/C=C\CC[C@H](Cc2ccc(F)cc2)C(=O)O[C@H](c2ccccc2)CNC1=O)N[C@H](CO)Cc1ccccc1	9%
COc1ccc(NC(=O)/C(C#N)=C\c2ccc(-c3cc(C(=O)O)ccc3C)o2)cc1	?
COc1ccc(NC(=O)COc2coc(CN3CCc4ccccc43)cc2=O)cc1	-1%
Cc1ccc(NC(=O)C2CCCN(C3=NS(=O)(=O)c4ccccc43)C2)c(O)c1 (configuration not stated)	-2%
Cc1ccc2c(cnn2C(=O)CCC(=O)NCc2ccccc2Cl)c1	3%
Cc1ccc(S(=O)(=O)N2CCN(C(=O)COC(=O)CSc3cc(C)ccc3C)CC2)c(C)c1	0%

# An excerpt of these results, with each value named:
COc1ccc(-c2c(C#Cc3ccsc3)c3ccccc3n2C)cc1
  L3MBTL1 inh: -7%
CCCCc1ccc(NS(=O)(=O)c2cccc(C(=O)N3CCNC(=O)C3)c2)cc1
  L3MBTL1 inh: -5%

# (continued)
molecule	L3MBTL1 inh
COc1ccc(NC(=O)COc2ccc(-n3cnnn3)cc2)cc1OC	0%
O=C(NCCc1ccccc1)C(=O)NCC1OCCN1S(=O)(=O)c1ccc(F)cc1 (configuration not stated)	-2%
COc1ccccc1CCNC(=O)c1cc(-c2ccccn2)nc2ccccc12	7%
O=C(CN1CCN(S(=O)(=O)c2ccc(Cl)cc2)CC1)N1CCCC1	9%
OCCN(CC#CC(O)(c1ccccc1)C1CCCCC1)CCO (configuration not stated)	-1%
Cc1cc(F)ccc1N1CCC(N2CCN(C)C(CCO)C2)CC1 (configuration not stated)	-1%[2.29 µM]
COc1ccc(CCC(=O)Nc2cc(S(=O)(=O)N3CCOCC3)ccc2OC(C)C)cc1	-2%
Cc1ccc(OCC(O)Cn2c(N3CCCCC3)nc3c2c(=O)[nH]c(=O)n3C)cc1C (configuration not stated)	1%
COc1cc2c(cc1OC)CN(C(=O)c1ccc(N3CCCC3)c([N+](=O)[O-])c1)CC2	-3%
CCC(C(=O)OCC(=O)Nc1ccc(C)c(S(=O)(=O)N2CCOCC2)c1)c1ccccc1 (configuration not stated)	-5%
CC1(C)CC(=O)C=C(c2ccc3ccccc3c2)C1	10%
CCOC(=O)N1CCN(C(=O)c2ccc(Cl)c(NC(=O)c3cccs3)c2)CC1	7%
COc1ccc2c(c1OC)C(=O)N(c1nc(SC)n[nH]1)C2=O	4%
COC(=O)c1ccc(-c2cc3onc(-c4ccccc4)c3c(=O)n2C)cc1	11%
NC(=O)CC(NC(=O)Cc1cccc2ccccc12)c1ccc(N2CCCCCCC2)c([N+](=O)[O-])c1 (configuration not stated)	-4%
COc1cc(/C=N/c2oc(C)c(C)c2C#N)cc(Br)c1O	-5%
CCCSc1ccc([C@H]2N[C@@](Cc3ccccc3)(C(=O)OC)[C@H]3C(=O)N(C)C(=O)[C@@H]23)cc1	-7%
CCCCCCSc1ccc(-c2nc3ccc(C)cn3c2NC2CCCCC2)cc1	8%
COc1c(O)cc(O)c2c(=O)cc(-c3ccccc3)oc12	-8%
C=CCN(C(=O)OC(C)(C)C)S(=O)(=O)NCc1ccccc1	13%
Cc1ccc(C)c(N(CC(=O)NC(C)C)C(=O)CCC(=O)Nc2ccccn2)c1	-1%
O=S(=O)(c1cccc(Cl)c1)N1CCSc2ccccc21	14%
CCOc1ccccc1OCCCC(=O)N(CC)CC(=O)Nc1c(F)cccc1F	2%
Cc1ccc(NC(=O)COc2cccc(-n3cnnn3)c2)cc1S(=O)(=O)N1CCOCC1	-1%
Cc1noc(NS(=O)(=O)c2ccc(NC(=O)C(F)(F)F)cc2)c1C	16%
O=C(O)CCC(=O)Nc1sc2c(c1C(=O)NCc1ccccc1)CCCC2	-12%
Cc1ccccc1NS(=O)(=O)c1ccc(C(=O)NNC(=O)c2ccccc2O)cc1	5%
O=C(C1COc2ccccc2O1)N1CCN(S(=O)(=O)c2cc(F)ccc2F)CC1 (configuration not stated)	0%
Cc1c(NC(=O)c2cc(-c3ccc(F)cc3)nc3ccccc23)c(=O)n(-c2ccccc2)n1C	2%
COc1cccc(NC(=O)c2ccccc2-c2ccccc2C(=O)O)c1	-2%[2.29 µM]

# 13 of the compounds above, with the structure last:
L3MBTL1 inh	canonical_smiles
8%	CCCCCCSc1ccc(-c2nc3ccc(C)cn3c2NC2CCCCC2)cc1
-8%	COc1c(O)cc(O)c2c(=O)cc(-c3ccccc3)oc12
13%	C=CCN(C(=O)OC(C)(C)C)S(=O)(=O)NCc1ccccc1
-1%	Cc1ccc(C)c(N(CC(=O)NC(C)C)C(=O)CCC(=O)Nc2ccccn2)c1
14%	O=S(=O)(c1cccc(Cl)c1)N1CCSc2ccccc21
2%	CCOc1ccccc1OCCCC(=O)N(CC)CC(=O)Nc1c(F)cccc1F
-1%	Cc1ccc(NC(=O)COc2cccc(-n3cnnn3)c2)cc1S(=O)(=O)N1CCOCC1
16%	Cc1noc(NS(=O)(=O)c2ccc(NC(=O)C(F)(F)F)cc2)c1C
-12%	O=C(O)CCC(=O)Nc1sc2c(c1C(=O)NCc1ccccc1)CCCC2
5%	Cc1ccccc1NS(=O)(=O)c1ccc(C(=O)NNC(=O)c2ccccc2O)cc1
0%	O=C(C1COc2ccccc2O1)N1CCN(S(=O)(=O)c2cc(F)ccc2F)CC1 (configuration not stated)
2%	Cc1c(NC(=O)c2cc(-c3ccc(F)cc3)nc3ccccc23)c(=O)n(-c2ccccc2)n1C
-2%[2.29 µM]	COc1cccc(NC(=O)c2ccccc2-c2ccccc2C(=O)O)c1

# (listing goes on)
molecule	L3MBTL1 inh
COc1ccc2oc(=O)c(C(=O)NCc3ccc(F)cc3)cc2c1	-4%
CCCCN(C1CCS(=O)(=O)C1)S(=O)(=O)c1ccc(OC)c(OC)c1 (configuration not stated)	4%
CC(C)(C)c1ccc(C(=O)NC(=O)COC(=O)c2ccc(Br)o2)cc1	-6%
COc1cc(N=Cc2c(CO)cnc(C)c2O)cc(OC)c1OC	-3%
CCOc1ccc(N2C(=O)CC(N3CCN(c4ccc(F)cc4)CC3)C2=O)cc1 (configuration not stated)	-2%
O=[N+]([O-])c1ccc(S(=O)(=O)NCC(c2cccnc2)N2CCc3ccccc3C2)cc1 (configuration not stated)	-6%
CCOC(=O)C1CCN(C(=O)c2cc(S(=O)(=O)N3CCCCCC3)ccc2OC)CC1	3%
O=C(Cc1ccc(S(=O)(=O)N2CCOCC2)s1)Oc1ccc(F)cc1	26%
OCCC#Cc1c(-c2ccsc2)sc2ccccc12	6%
O=C(NCCc1ccc(F)cc1)c1ccc2c(=O)n3c(nc2c1)CCC3	6%
N#CCCOC1(C#CCN2CCCC2)CCCCC1	4%
CC1(C)O[C@@H](CC(=O)O)[C@]23CO[C@H](C(=O)[C@]4(C)C2CC[C@@]2(C)[C@H](c5ccoc5)OC(=O)C5O[C@]524)[C@@H]13 (some centres not stated)	5%
O=C1C=C(c2ccc(OC(F)(F)F)cc2)C[C@@H](c2ccc(F)cc2)C1	23%
CN(C)c1ccc(CNC(=O)c2cc(S(=O)(=O)N3CCOCC3)cn2C)cc1	-3%
Cc1ccc(N(Cc2ccccc2)C(=O)c2cc(S(=O)(=O)N3CCOCC3)ccc2F)cc1	-7%
COc1ccc2sc(-c3ccccc3OC)c(C#CCCO)c2c1	-5%
CNC(=O)NC(=O)COC(=O)c1cccc(S(=O)(=O)N2CC3(C)CC2CC(C)(C)C3)c1 (configuration not stated)	4%
Cc1cc(SCC(=O)NCCCN2CCCC2=O)nc2ccccc12	0%
COc1cccc(-c2ccc3nnc(SCC(=O)N4CCOCC4)n3n2)c1	3%
